TbPYK inhibitor – qHTS of Trypanosoma Brucei Inhibitors; pyruvate kinase (Trypanosoma brucei), Q57TT1; TbPYK enzyme, Kinase-Glo Plus ATP luminescence, 45 min; Potency, µM (series often up to 76.8 µM), for the others: top-dose activity, negative = inhibition, actives largely listed as inhibitors; 410,000 tested, 0.12% active; note: nearly all actives have a fitted effect of over 50% in size
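Screened from lowest to highest concentration, compounds were pinned into TbPYK/substrate mixtures, and ADP (130 uM final) was added. Plates sat at room temperature for 45 min prior to Kinase-Glo Plus detection by luminescence.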
Sm TGR block – qHTS Assay for the Inhibitors of Schistosoma Mansoni Peroxiredoxins | Schistosoma mansoni thioredoxin glutathione reductase (TGR), Q962Y6 | purified TGR, DTNB reduction, TNB absorbance 405 nm | Potency, µM (top dose mostly 114 µM), without a hit: at the top dose activity change, negative = inhibition, usual class: inhibitors | 360,000 tested, 3% active; note: nearly all actives have a fitted effect of over 60% in size
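Kinetic colorimetric format: TGR-catalysed, NADPH-driven DTNB reduction monitored via TNB absorbance. Enzyme dispensed at 20 nM; compound exposure 15 min at room temperature before reaction start.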
LmPK inh – qHTS Assay for Inhibitors of Leishmania Mexicana Pyruvate Kinase (LmPK). 290,000 tested, 0.37% active. AID 1721, 2009. Q27686. Potency, µM (series often up to 57.5 µM), for inactives: top-dose activity change, negative = inhibition, most hits filed as inhibitors. purified LmPK, Kinase-Glo ATP luminescence, 1 h
Target sequence (Q27686 whole entry, looked up): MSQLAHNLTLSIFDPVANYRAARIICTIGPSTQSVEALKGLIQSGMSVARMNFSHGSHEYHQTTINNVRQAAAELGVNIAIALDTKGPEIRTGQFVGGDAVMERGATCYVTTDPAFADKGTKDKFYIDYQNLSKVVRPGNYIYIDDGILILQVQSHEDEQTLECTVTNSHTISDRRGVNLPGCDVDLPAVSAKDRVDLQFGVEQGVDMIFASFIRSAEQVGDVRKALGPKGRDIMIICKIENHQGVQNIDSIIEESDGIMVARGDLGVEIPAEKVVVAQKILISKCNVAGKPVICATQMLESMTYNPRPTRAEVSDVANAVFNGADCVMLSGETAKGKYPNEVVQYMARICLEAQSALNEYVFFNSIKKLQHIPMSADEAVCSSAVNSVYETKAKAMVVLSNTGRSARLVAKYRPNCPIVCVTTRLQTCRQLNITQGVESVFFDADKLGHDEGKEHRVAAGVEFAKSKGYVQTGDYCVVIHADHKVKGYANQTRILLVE
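Pyruvate kinase activity monitored as ATP production (luciferase luminescence). Conditions: 0.1 nM enzyme, 0.5 mM PEP, 0.1 mM ADP, 1 h, RT; normalized against uninhibited and no-enzyme wells.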
Pf growth 48h – Primary qHTS for delayed death inhibitors of the malarial parasite plastid, 48 hour incubation | P. falciparum luciferase growth in erythrocytes, 48 h | Potency, µM (doses to about 28.7 µM), for the others: at the top dose activity change, negative = inhibition, most hits filed as inhibitors | 310,000 tested, 5.9% active | AID 504832, 2011
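Growth was read as firefly luciferase luminescence after a 48 h, 37 C, 5% CO2 exposure of compounds to reporter-bearing P. falciparum cultures (0.1% parasitemia, 2% hematocrit final) in Albumax-supplemented RPMI 1640.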
HCV inhibitor – qHTS Assay for Inhibitors of Hepatitis C Virus (HCV); Huh7.5.1 HCVcc-Cre infection, luciferase reporter, 44 h; Potency, µM (top dose mostly 41.8 µM), for the others: top-dose activity change, negative = inhibition, most hits filed as inhibitors; 340,000 tested, 3.4% active; AID 651820, 2012
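Whole-lifecycle infectious HCVcc-Cre system; cells 1,000/well, compound then virus (~0.5 moi) added 4 h after plating, 44 h culture. Luciferase read 15 sec following 15 min substrate incubation, room temp.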
Pf growth 96h – Primary qHTS for delayed death inhibitors of the malarial parasite plastid, 96 hour incubation; P. falciparum luciferase reporter growth, 96 h; Potency, µM (doses to about 28.7 µM), without a hit: top-dose activity change, negative = inhibition, usual class: inhibitors; 320,000 tested, 6.9% active
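Two parasite generations (96 h, 37 C, 5% CO2) of compound exposure in infected erythrocytes (0.05% parasitemia, 2% hematocrit). Luciferase-reporter P. falciparum; decreased luminescence indicates inhibited growth, aimed at apicoplast-acting delayed death.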
Starred values were filed as active, the others as inactive; ? = inconclusive; . = not tested or not shown; & = joins results of further samples; ! = repeats disagree; [ ] = another dose, or the depositor's remark. Calls come from the whole dose curve; as a rule, active = well fitted curve in the direction sought with a large enough effect; inconclusive = small, poorly fitted or top-dose-only effect, or another doubt; inactive = no such curve, though single readings can be large; an effect the other way counts as inactive or inconclusive. % is set by controls: 0 for no effect and ±100 for the full control effect; potency is the fitted concentration of half-maximal effect. Outcome played no part in choosing rows, and some 16% of all compounds hit somewhere here.

SMILES | TbPYK inhibitor | Sm TGR block | LmPK inh | Pf growth 48h | HCV inhibitor | Pf growth 96h
COc1ccc2cc(CCNC(=O)c3ccc(S(=O)(=O)N4CCCC4)cc3)c(=O)[nH]c2c1 | 4.1% | 0.2% | -2.9% | 13.1µM* | . | 5.86µM*
COCC(C)N1CCC(n2nccc2NC(=O)c2ccc3c(c2)OCO3)CC1 (stereo not given) | 1.4% | -3.9% | -12.4% | -3.6% | 10.9% | -20.2%
CCN1CCN(c2cc(C)c3cc(NC(=O)Cc4ccccc4OC)ccc3n2)CC1 | -0.2% | -16.8% | 5.4% | 11.7µM* | ? | ?
COc1ccc(NS(=O)(=O)c2cccc(C(=O)N/N=C/c3cn(-c4ccccc4)nc3-c3ccccc3)c2)cc1 | 1.9% | 4.2% | 6.4% | ? | ? | 21.1%
O=C(CSc1nnnn1Cc1ccccc1)NCCc1ccccc1 | -2.7% | 2.9% | -0.7% | 11.0% | 10.9% | -28.8%
CCOc1ccc(CCNC(=O)c2cc3c(C)nccc3[nH]c2=O)cc1OCC | -1.3% | 6.5% | 1.5% | ? | -24.9% | 0.5%
CS(=O)(=O)N(Cc1ccccc1)c1ccc(C(=O)NC2CCCCC2O)cc1 (stereo not given) | 10.0% | -21.2% | -0.6% | -24.3% | -6.4% | 10.9%
COc1ccc(C)cc1NC(=O)C1CCN(C(=O)c2ccco2)CC1 | 0.6% | 2.6% | -0.6% | -11.2% | 10.9% | 3.8%
Cc1occc1C(=O)NCc1nc(-c2ccccc2)no1 | 0.0% | 0.1% | -1.4% | 46.6%[activator] | -11.7% | 135.3%[activator]
CCc1nnc(NC(=O)CSc2nnc(-c3cccnc3)n2C)s1 | 4.2% | 27.8% | 7.2% | -2.1% | 7.8% | 14.5%
CCN(CC)c1nc(C#N)nc(N(CC)CC)n1 | 2.6% | 3.3% | -3.3% | 12.9% | -6.8% | ?
Cc1cccc(NC(=O)COc2ccc3c(c2)CCC3)n1 | -12.0% | -0.5% | . | 56.1%[activator] | ? | 55.5%[activator]
COc1ccc(OC)c(/C=C/C(=O)OCC(=O)N2CCN(S(=O)(=O)c3ccc(C)cc3C)CC2)c1 | -1.2% | -0.4% | . | 19.5% | ? | 11.6%
CCOC(=O)Cc1nnc(Nc2cccc(O)c2)c2ccccc12 | -5.4% | -14.0% | 8.3% | . | -4.8% | 36.9%[activator]
O=C(c1cccc(S(=O)(=O)N2CCOCC2)c1)N1CCN(S(=O)(=O)c2cccs2)CC1 | 2.6% | 3.5% | -2.1% | 12.3% | 10.4% | -25.9%
O=c1[nH]nc(SCc2nc3ccccc3s2)n1C1CC1 | -3.5% | -9.4% | -17.9% | 117.7%[activator] | -6.3% | 102.1%[activator]
CC(C)(C)n1cnc2cc(NS(=O)(=O)c3ccccc3)ccc21 | -3.6% | -18.6% | 3.5% | ? | -1.5% | 10.6%
COc1ccc(C2CC(c3ccccc3)=NN2C(=S)Nc2ccccc2)cc1 (stereo not given) | -0.9% | -0.4% | 1.6% | ? | -22.9% | ?
Cc1nccn1CC(=O)N/N=C/c1cccc(O)c1 | -2.7% | -0.3% | -2.2% | 4.3% | 4.6% | 49.8%[activator]
CCOc1ccc(N=C/C=C/c2ccccc2)c(O)c1 | -12.3% | 39.8µM* | -12.5% | -94.2% | 0.4% | -87.1%
Cc1ccc(NC2=C/C(=N/S(=O)(=O)c3cccs3)c3ccccc3C2=O)cc1C | -13.9% | -3.4% | -19.7% | 0.657µM* | 7.5% | 10.7%
COc1ccc(-c2onc(C)c2-c2cnn(-c3ccccc3)c2)c(O)c1C | 1.9% | 0.6% | 15.7% | ? | -9.0% | -20.2%
COCCN(Cc1ccccc1)C(=O)c1cccc(S(=O)(=O)N2CCN(c3ccccc3)CC2)c1 | 3.5% | -30.7% | . | 4.7% | ? | ?
Cc1ccc(CC(=O)N2CCN(S(=O)(=O)c3ccccc3)CC2)cc1C | -6.3% | -1.0% | . | -24.3% | 8.6% | ?
CCn1c(C)nc2cc(C(=O)NNS(=O)(=O)c3c(F)cc(F)c(Cl)c3F)ccc21 | 4.2% | 4.5% | 1.3% | 0.0% | 0.2% | 17.9%
CCOc1ccc(CCNC(=O)COC(=O)CCS(=O)(=O)c2ccc(C)cc2)cc1OCC | 0.7% | -1.8% | . | -1.9% | 9.1% | 7.4%
CCCn1c(C(=O)OC)cc2c1ccn2-c1ccc(F)cc1 | 5.5% | 15.5% | 0.1% | ? | 31.6µM* | ?
COc1ccccc1CCNC(=O)C(=O)NCC1OCCN1S(=O)(=O)c1ccccc1 (stereo not given) | -3.3% | 3.2% | 1.0% | -23.4% | 6.5% | -11.5%
COc1ccc(NC(=O)NN2CCN(C)CC2)c(OC)c1 | -2.2% | 4.8% | -6.4% | -8.8% | -9.7% | ?
COc1ccc(CNC(=S)N/N=C(\C)c2ccc(OC)cc2)cc1 | -0.2% | 10.8% | 0.0% | 9.6% | ? | ?
Nc1nc(N2CCN(C(c3ccccc3)c3ccccc3)CC2)n[nH]1 | 1.8% | . | -1.9% | ? | -8.8% | ?
COc1ccccc1N1C(=O)C2C3C=CC(C3)C2(C)C1=O (stereo not given) | 0.3% | 2.6%[11.4 µM] | 7.9% | . | 7.5% | 9.7%
O=C(CSc1nnc(NC2CC2)s1)Nc1ccc(N2CCOCC2)cc1 | 1.1% | 3.4% | . | 14.4% | 14.2% | 15.1%
Cc1cc2oc(=O)cc(-c3cc4ccccc4o3)c2cc1OC(=O)N(C)C | -1.5% | -25.7% | 0.0% | ? | 5.01µM* | ?
CCCn1nnnc1NCc1cccc(OC)c1OCC | 1.0% | -30.4% | 6.9% | 1.3% | -5.3% | -26.3%
CCCc1cc(=O)[nH]c(SCC(=O)Nc2sc(C(N)=O)c(C)c2C(=O)OCCOC)n1 | 1.2% | -3.4% | . | -28.7% | ? | ?

Reformatted field by field: part of the list above.
> COc1ccccc1N1C(=O)C2C3C=CC(C3)C2(C)C1=O (stereo not given)
  TbPYK inhibitor: 0.3%; Sm TGR block: 2.6%[11.4 µM]; LmPK inh: 7.9%; Pf growth 48h: .; HCV inhibitor: 7.5%; Pf growth 96h: 9.7%

> O=C(CSc1nnc(NC2CC2)s1)Nc1ccc(N2CCOCC2)cc1
  TbPYK inhibitor: 1.1%; Sm TGR block: 3.4%; LmPK inh: .; Pf growth 48h: 14.4%; HCV inhibitor: 14.2%; Pf growth 96h: 15.1%

> Cc1cc2oc(=O)cc(-c3cc4ccccc4o3)c2cc1OC(=O)N(C)C
  TbPYK inhibitor: -1.5%; Sm TGR block: -25.7%; LmPK inh: 0.0%; Pf growth 48h: ?; HCV inhibitor: 5.01µM*; Pf growth 96h: ?

> CCCn1nnnc1NCc1cccc(OC)c1OCC
  TbPYK inhibitor: 1.0%; Sm TGR block: -30.4%; LmPK inh: 6.9%; Pf growth 48h: 1.3%; HCV inhibitor: -5.3%; Pf growth 96h: -26.3%

Carrying on:
SMILES | TbPYK inhibitor | Sm TGR block | LmPK inh | Pf growth 48h | HCV inhibitor | Pf growth 96h
O=C(NCCCN1CCOCC1)c1ccc(S(=O)(=O)Nc2ccccc2F)cc1 | -17.6% | -9.7% | . | 11.7% | 3.8% | 37.9%[activator]
CCOC(=O)N1CCC(N2Cc3cccc(C(=O)NCc4ccc(C)cc4)c3C2=O)CC1 | -2.6% | -9.4% | 6.9% | . | 9.8% | ?
COc1ccccc1NC(C)C(=O)N/N=C/c1cccs1 (stereo not given) | -8.2% | 9.0% | 0.3% | -8.9% | -4.5% | ?
CC(C)Oc1ccc(CC2(CCc3ccncc3)C(=O)NC(=O)NC2=O)cc1 | -18.8% | 6.0% | 0.0% | -6.5% | ? | 9.7%
COC(=O)CN1C(=O)C(O)(CC(=O)c2ccccc2)c2ccccc21 (stereo not given) | -1.2% | 5.6% | -1.9% | -1.7% | -1.6% | ?
Cc1cc(Br)ccc1NC(=O)CN1C(=O)C2CC=CCC2C1=O (stereo not given) | -5.5% | 12.6µM* | . | ? | 9.7% | ?
O=C(Nc1cc([N+](=O)[O-])ccc1F)c1ccc2c(c1)OCCO2 | -7.0% | 7.6% | 1.1% | 30.5%[activator] | 4.7% | ?
Cc1onc(-c2ccccc2)c1C(=O)Nc1nnc(CC(C)(C)C)s1 | 7.6% | -23.8% | -3.0% | 13.1% | 8.5% | 13.3%
c1ccc2[nH]c(NCCN3CCOCC3)nc2c1 | -5.1% | 1.4% | -0.1% | 34.2%[activator] | 29.5% | .
Cc1cccc(-n2cc[nH]c2=S)c1 | ? | 0.6% | -24.8% | 15.3% | 15.8% | 8.8%
CCC1CCCCN1CCCNC(=O)c1cc2c(=O)oc3ccc(C)cc3c2s1 (stereo not given) | -2.2% | 0.8% | 7.9% | ? | 12.6µM* | 99.0%[activator]
Cc1ccc2[nH]c(O)c(N=Nc3nc4ccccc4s3)c2c1 | -5.0% | -4.9% | 4.6% | 69.7%[activator] | -24.6% | ?
Cn1c(SCC(=O)Nc2ccc(NC(=O)c3ccccc3)cc2)nnc1-c1ccncc1 | -6.0% | 2.8% | 3.2% | 2.7% | -18.3% | ?
COc1ccccc1NC(=O)CCSc1nnc(-c2ccc(O)cc2)o1 | -0.4% | 6.6% | -0.4% | -13.1% | -3.5% | 26.1%
Cc1ccc(S(=O)(=O)/N=C2\C=C(Nc3cccc(C(=O)O)c3)C(=O)c3ccccc32)c(C)c1 | -20.9% | ? | -22.5% | 1.65µM* | 10.5% | 19.3%
COC(=O)c1cc(C#N)c(N2CCN(C)CC2)nc1C | -0.8% | 5.4% | -0.1% | 3.1% | -20.9% | 8.5%[5.75 µM]
COC(=O)c1cc(C(=O)N2CCc3ccccc32)cc([N+](=O)[O-])c1 | 3.9% | 14.8% | -4.3% | -0.5% | 13.5% | 0.0%
O=C(Nc1ccc(F)cc1F)N1CCCC(c2nc(-c3ccc(F)cc3)no2)C1 (stereo not given) | -9.6% | . | -1.1% | 29.7% | ? | 42.8%[activator]
O=C(O)c1ccccc1Nc1cccc(C(F)(F)F)c1 | 3.5%&2.6% | 63.1%[activator] | 8.4% | -10.7%&-17.0% | 0.3%[8.37 µM] | 2.39µM*!
CCCCC/C(=N/O)c1c(C)[nH]c2ccccc12 | -2.5% | 7.3% | -6.2% | ? | -2.1% | ?
O=C(Cn1cc2c(n1)CCCCC2)Nc1c(F)c(F)cc(F)c1F | -8.4% | 4.2% | 0.6% | . | 5.3% | 14.7µM*
COC/C=C/C1=CC2=CC(=O)C(C)(OC(=O)c3cnc4ccccc4n3)C(=O)C2=CN1c1ccccc1 (stereo not given) | -5.8% | 22.4µM* | -4.5%[11.5 µM] | ? | -15.6%[8.37 µM] | ?
CC(C)C(C(=O)NCC1CCCO1)N(C(=O)CNS(=O)(=O)c1ccccc1)C1CCCCC1 (stereo not given) | 1.0% | 9.6% | 0.8% | -14.0% | 4.1% | 24.9%
Fc1ccc(/C=N/NC2=Nc3cccc4cccc2c34)cc1 | -4.3% | 1.2% | 3.2% | 296.7%[activator] | ? | 2.4%

Fetched by compound from above:
SMILES | TbPYK inhibitor | Sm TGR block | LmPK inh | Pf growth 48h | HCV inhibitor | Pf growth 96h
Cc1ccc(S(=O)(=O)/N=C2\C=C(Nc3cccc(C(=O)O)c3)C(=O)c3ccccc32)c(C)c1 | -20.9% | ? | -22.5% | 1.65µM* | 10.5% | 19.3%
COC(=O)c1cc(C#N)c(N2CCN(C)CC2)nc1C | -0.8% | 5.4% | -0.1% | 3.1% | -20.9% | 8.5%[5.75 µM]
